Yeast growth inh = yeast BB579 growth reduction in restrictive medium; inhibition, % at 10 µM; 140,000 tested, 0.51% active; AID 804; S. cerevisiae BB579 growth, OD615, 48 h;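 active means inhibition above a set limit, 3 SD over the mean compound inhibition, cut at about 44% in these data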; further: inactives centre near -24
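System: Saccharomyces cerevisiae DeaD strain BB579, replicative lifespan model yeast | Buffer or medium: Restrictive glucose-based CSMM-D medium | Times: 4 h preincubation and 48 h exposure at 30 °C | Detection: OD615 turbidity measurement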
Measles CPE = protection of cells from measles virus; Measles virus-infected cells, CPE protection, absorbance; protection (pct of control), % at 4 µM; 140,000 tested, 1.5% active; in the data active means protection mostly above about 24%, no sharp cut-off; inactive means mostly below about 26%; further: some compounds called inactive have numbers as strong as hits
Phagocyt inh = macrophage phagocytosis inhibition; J774A.1 macrophage IgG-bead phagocytosis, imaging; inhibition, % at 5 µM; 110,000 tested, 0.07% active; AID 1029;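 active means inhibition above the mean of the plate negative controls plus 5 SD, cut at about 13% in these data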;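 further: phagocytic index as fraction of beads internalized from green versus red external bead signal; plate controls were DMSO negative control for no effect and cytochalasin-D positive control for full effect; some results beyond the cut were filed as inactive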
GALR2 antag = GALR2 (human) receptor antagonism | 140,000 tested, 0.39% active | inhibition, % at 4 µM | O43603 | GALR2-expressing cells, antagonist mode | AID 828; in the data active means inhibition above about 27%;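 further: cells stimulated with galanin 1-16 at roughly its EC80; 0% = agonist challenge control and 100% = basal control without agonist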
Target sequence (O43603 whole entry, looked up): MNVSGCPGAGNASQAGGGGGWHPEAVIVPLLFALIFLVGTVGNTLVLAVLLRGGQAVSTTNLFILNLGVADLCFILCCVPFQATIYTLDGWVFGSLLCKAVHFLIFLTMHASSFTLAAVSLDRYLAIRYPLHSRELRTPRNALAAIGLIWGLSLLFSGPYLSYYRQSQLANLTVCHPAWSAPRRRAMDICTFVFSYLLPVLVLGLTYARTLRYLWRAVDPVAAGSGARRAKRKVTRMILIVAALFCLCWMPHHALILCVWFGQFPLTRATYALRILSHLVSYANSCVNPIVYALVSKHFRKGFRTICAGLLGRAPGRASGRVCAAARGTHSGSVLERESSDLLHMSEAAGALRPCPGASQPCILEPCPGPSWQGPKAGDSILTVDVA
Yeast life ext = yeast lifespan extension. S. cerevisiae growth with nicotinamide, OD615; deaD strain in restrictive glucose medium. inhibition of the nicotinamide effect, % at 10 µM. 130,000 tested, 0.68% active. AID 775;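 active means inhibition above a set limit, placed 3 SD over the median of all compounds, cut at about 26% in these data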;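 further: 0% = nicotinamide-treated wells and 100% = cells grown without nicotinamide; some compounds called inactive have numbers as strong as hits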
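assay system = DeaD-strain S. cerevisiae | measured by = absorbance at 615 nm | probe or stimulus = nicotinamide 1.5 mM | buffer or medium = CSMM-D glucose medium, restrictive | times = 48 h at 30 °C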
HCT116 bCat-KO = beta-catenin-lacking colon tumor cell growth suppression. AID 818. 140,000 tested, 1.5% active. viability, % at 10 µM. HCT116 beta-catenin knockout viability, CellTiter-Glo, 60 h; hits give low values;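 active means viability at or under a set limit, the compound median less 4 SD, cut at about 6% in these data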;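 further: 0% = Hyamine 1622 control at 20 µM and 100% = untreated cell control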
HCT116 PTEN-null = PTEN-deleted cell growth suppression; HCT116 PTEN-null viability, CellTiter-Glo, 60 h; hits give low values; viability, % at 10 µM; 140,000 tested, 1.2% active; AID 827;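 active means viability at or below a set limit, 4 SD under the median of all tested compounds, cut at about 3.7% in these data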;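 further: PTEN knockout HCT116 line with beta catenin targeted HCT116 as companion control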
E-sel TNF inh = blocks E-selectin expression induced by TNF alpha; HUVEC TNFa-induced E-selectin immunofluorescence, high content; inhibition, % at 2 µM; 120,000 tested, 0.71% active; AID 1246;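 active means inhibition above the batch mean plus 3 SD, and confirmed as a hit on visual image review, cut at about 43% in these data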;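 further: 0% = TNF-stimulated DMSO wells and 100% = unstimulated control wells; not every result past the cut was called active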
NPY-Y2 antag = antagonists of human neuropeptide Y receptor Y2. NPY-Y2 expressing cells, antagonist mode. inhibition, % at 2.7 µM. 140,000 tested, 0.99% active; in the data active means inhibition above about 17%;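 further: 0% = vehicle with agonist challenge and 100% = reference antagonist with challenge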
Target sequence (P49146 whole entry, looked up): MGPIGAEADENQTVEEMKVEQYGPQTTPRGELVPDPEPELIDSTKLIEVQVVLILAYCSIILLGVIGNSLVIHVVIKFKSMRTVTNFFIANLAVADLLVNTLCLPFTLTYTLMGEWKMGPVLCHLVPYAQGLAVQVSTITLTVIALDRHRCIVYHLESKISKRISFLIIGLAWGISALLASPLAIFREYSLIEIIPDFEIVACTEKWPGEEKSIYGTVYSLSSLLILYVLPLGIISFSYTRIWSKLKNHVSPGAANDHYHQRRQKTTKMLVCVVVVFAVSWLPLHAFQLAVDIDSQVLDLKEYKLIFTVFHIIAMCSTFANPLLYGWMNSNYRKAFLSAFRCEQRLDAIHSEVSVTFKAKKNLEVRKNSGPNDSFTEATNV
MRP-1 activ = activators of MRP-1 | viability increase, % at 10 µM | H69AR cells + doxorubicin, viability rescue, CellTiter-Glo | 140,000 tested, 0.61% active | AID 799;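 active means viability gain under doxorubicin at or above a set limit, the compound median plus 3 SD, cut at about 4.7% in these data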;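 further: MRP-1 overexpressing cells given doxorubicin 25 µM after compound pretreatment; 18-22 h compound pretreatment then 72 h with doxorubicin before readout; 0% = doxorubicin-only wells and 100% = vehicle-treated cells without doxorubicin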
The depositor's hits bear a star; x = not tested or not shown.

SMILES | Yeast growth inh | Measles CPE | Phagocyt inh | GALR2 antag | Yeast life ext | HCT116 bCat-KO | HCT116 PTEN-null | E-sel TNF inh | NPY-Y2 antag | MRP-1 activ
Cn1c2ccccc2c2ncn(CCCN3CCOCC3)c(=O)c21 | -7 | 17 | -1 | 7 | -14 | 100 | 91 | -1 | 0 | -3.3
Cc1cccc(N2C(=O)CC(N3CCN(c4ccccc4)CC3)C2=O)c1 (stereo unspecified) | -38 | 1 | 0 | -2 | -3 | 101 | 98 | x | -1 | -0.2
Cc1nc2sc3c(c2c(=O)[nH]1)CCC3 | -35 | 4 | -1 | 0 | -5 | 101 | 107 | -31 | 2 | 1.8
COc1ccccc1N1CCN(S(=O)(=O)c2ccc3c4c(cccc24)C(=O)N3)CC1 | -51 | 8 | -1 | 17 | -5 | 78 | 73 | x | 4 | -0.3
O=C(NC1CCCCC1)c1ccccc1NC(=S)NC(=O)C1CC1 | -13 | 18 | -2 | 12 | 15 | 90 | 97 | x | 0 | 0.7
CCO/N=C(/C)c1c(O)cc(-c2ccccc2)n(-c2ccccc2)c1=O | -2 | 19 | -5 | -6 | 6 | 91 | 103 | -4 | 4 | 1.6
Clc1ccc(-c2n[nH]c3c2CCC3)cc1Cl | -15 | 2 | 0 | 16 | -11 | 90 | 84 | -1 | -2 | -2.8
O=C(Nc1ccc(-c2nc3ccccc3o2)cc1)c1ccc(N2CCOCC2)c([N+](=O)[O-])c1 | -9 | 3 | 0 | -7 | -17 | 55 | 44 | -46 | 1 | 2.2
Cn1c(C(=O)N2CCN(C3CCCCC3)CC2)cc2c(=O)n(C)c3ccccc3c21 | -5 | 1 | 0 | -2 | -10 | 108 | 93 | 13 | 1 | -1.5
CC(C)CCSc1nnc(Cn2c(=O)sc3ccccc32)n1C | -43 | 9 | x | 3 | 4 | 100 | 99 | -25 | 4 | -1.9
CCOC(=O)CNC(=O)CSc1nnc(-c2cccc(OC)c2)n1CC | -39 | 6 | 0 | 6 | 60 | 95 | 101 | x | 3 | -0.6
O=C1CCN(C(=O)Nc2ccccc2Cl)N1 | -3 | 10 | -2 | 6 | -3 | 101 | 100 | 10 | 0 | -0.7
O=C(O)c1ccc2c(c1)C(=O)N(NC(=O)c1ccc(O)cc1)C2=O | -14 | 17 | -5 | 3 | 5 | 102 | 97 | x | 2 | -1.2
Cc1ccc(-c2nnc(/C=C/c3ccccc3)o2)cc1 | -31 | 23 | 2 | 13 | -3 | 97 | 97 | x | 20* | 0.0
COC(=O)c1sccc1NC(=O)/C=C/c1c(Cl)cccc1Cl | -38 | 43 | x | -4 | -2 | 62 | 51 | -14 | 1 | -3.5
C=CCN1C(c2ccc(OCC)cc2)=CS/C1=C(\C#N)c1nnc2n1CCCCC2 | 2 | 14 | -4 | 16 | -5 | 60 | 66 | -33 | 0 | -0.6
c1ccc(CSc2nnnn2-c2ccc3c(c2)OCCO3)nc1 | -34 | -1 | x | 4 | -20 | 91 | 98 | 50 | -1 | -2.0
CC(O)c1cc2c(cc1NC(=O)c1cnn3c1NC(c1ccco1)CC3C(F)(F)F)OCO2 (stereo unspecified) | -31 | 10 | -1 | -15 | -2 | 88 | 88 | 3 | 4 | -1.8
O=C(Cn1ccc2ccccc2c1=O)N1CCN(c2cccc(Cl)c2)CC1 | -62 | 4 | x | 3 | -4 | 100 | 87 | 13 | 6 | -1.1
N/C(=N\c1nc(CSc2ccc(Cl)cc2)cc(=O)[nH]1)Nc1cccc2ccccc12 | -11 | 3 | 0 | -11 | -16 | 74 | 78 | 70* | 6 | -2.0
COC(=O)C1CCN(C(=O)c2cc3ccccc3oc2=O)CC1 | -34 | 13 | -1 | -19 | 2 | 102 | 94 | 13 | 2 | 0.4
CC1(C)OC(=O)C(=CNc2ccc(F)cc2)C(=O)O1 | 30 | 15 | 0 | 6 | -11 | 106 | 102 | -1 | 2 | 1.9
Cc1ccc(C(=O)NC(NC(=S)Nc2ccc(S(N)(=O)=O)cc2)C(Cl)(Cl)Cl)cc1 (stereo unspecified) | -23 | 8 | -8 | 4 | -2 | 78 | 81 | x | 1 | -2.5
COC(=O)CSc1nc2ncccc2[nH]1 | -3 | 8 | 0 | 8 | -6 | 97 | 98 | 10 | -1 | -1.0
CC(NC(=O)C1C(=O)N(CCO)C2(C)CC1c1ccccc1O2)c1ccccc1 (stereo unspecified) | -10 | 4 | x | 5 | -23 | 103 | 99 | -9 | 3 | -3.5
COc1ccc(S(=O)(=O)Nc2ccccn2)cc1OC | -19 | 4 | 0 | -1 | -6 | 72 | 101 | -5 | 0 | -2.4
COc1ccc(/C=C/C(=O)c2cc(F)ccc2OC(=O)c2ccccc2C)cc1OC | -22 | 17 | 8 | 2 | 5 | 2.2* | 2.1* | x | 15 | -5.6
CC(=O)Nc1ccc(S(=O)(=O)N2CCC(NC(=O)c3ccco3)CC2)cc1 | -24 | 9 | 0 | -1 | -16 | 89 | 100 | x | 2 | -1.2
O=C(COc1ccc2ccc(=O)oc2c1)Nc1ccc2c(c1)OCCO2 | -20 | 20 | x | 12 | -15 | 92 | 79 | -4 | 2 | -3.0
Cc1ccc(-c2cccc(OC(=O)c3ccccc3F)c2)cc1 | -29 | 4 | x | -5 | 0 | 96 | 92 | 4 | 0 | 1.1
COc1ccc(C(=O)Nc2ccccc2C(=O)NCCN2CCOCC2)cc1 | -17 | 10 | 1 | -2 | -13 | 88 | 95 | 8 | 5 | -0.1
Cc1cc(C)n(CCc2nc(-c3cccs3)cs2)n1 | -36 | 2 | x | -11 | -5 | 92 | 116 | -7 | 1 | 2.1
CCS(=O)(=O)c1ccc(O)c(NC(=O)COc2ccccc2)c1 | -48 | 4 | x | -2 | -3 | 125 | 95 | -64 | -1 | 1.0
COC(=O)Cn1c(CN2CCc3ccccc3C2)nc2c1c(=O)n(C)c(=O)n2C | -47 | 22 | -2 | x | 5 | 91 | 101 | x | x | -0.2
CCC1(C(=O)O)NC(c2cccc(OC)c2O)C2C(=O)N(c3ccccc3)C(=O)C21 (stereo unspecified) | 22 | 1 | 0 | 1 | 25 | 89 | 99 | -2 | 2 | -1.5
OC(COc1ccc(C2C=CCC2)cc1)CN1CCCCC1 (stereo unspecified) | -67 | 2 | -1 | -14 | 1 | 67 | 69 | x | 1 | -2.5
Cc1ccc(-c2nc(SCC(=O)N(C)C3CCS(=O)(=O)C3)[nH]c2-c2ccc(C)cc2)cc1 (stereo unspecified) | -1 | 4 | 1 | 1 | -6 | 96 | 84 | 38 | -4 | -3.6
CCOC(=O)c1nn(-c2ccc(F)cc2)c(C)c1C(C)=O | -58 | 46* | 1 | -8 | -4 | 100 | 108 | -19 | 1 | 0.6
O=C(CCN1CCN(c2ccc(F)cc2)CC1)Nc1ccccc1F | -35 | 11 | 2 | -6 | 2 | 93 | 94 | -3 | 5 | -1.7
COC(=O)[C@H]1CCCN1C(=O)Nc1cccc(Oc2c(F)c(F)c(F)c(F)c2F)c1 | -12 | 9 | x | 8 | -13 | 75 | 88 | -38 | -2 | -0.6

Whole records, quoted from the list. Order of values: Yeast growth inh, Measles CPE, Phagocyt inh, GALR2 antag, Yeast life ext, HCT116 bCat-KO, HCT116 PTEN-null, E-sel TNF inh, NPY-Y2 antag, MRP-1 activ
`COC(=O)Cn1c(CN2CCc3ccccc3C2)nc2c1c(=O)n(C)c(=O)n2C` across the screens: -47, 22, -2, x, 5, 91, 101, x, x, -0.2
`O=C(CCN1CCN(c2ccc(F)cc2)CC1)Nc1ccccc1F` across the screens: -35, 11, 2, -6, 2, 93, 94, -3, 5, -1.7
`CCOC(=O)c1nn(-c2ccc(F)cc2)c(C)c1C(C)=O` across the screens: -58, 46*, 1, -8, -4, 100, 108, -19, 1, 0.6

Additional results:
SMILES | Yeast growth inh | Measles CPE | Phagocyt inh | GALR2 antag | Yeast life ext | HCT116 bCat-KO | HCT116 PTEN-null | E-sel TNF inh | NPY-Y2 antag | MRP-1 activ
O=C1CC(N2CCN(c3ccc(F)cc3)CC2)C(=O)N1Cc1ccc(N2CCCC2=O)cc1 (stereo unspecified) | -29 | 7 | 0 | -6 | -4 | 67 | 70 | -32 | 2 | 0.6
Nc1c(C(=O)OCC2CCCO2)c2nc3ccccc3nc2n1-c1ccc2c(c1)OCCO2 (stereo unspecified) | 9 | 6 | 3 | 0 | -4 | 85 | 86 | -24 | 0 | -4.3
Cc1c(C)n(CCC#N)c2ccccc12 | -4 | 9 | -6 | 5 | -6 | 98 | 91 | x | 2 | -3.2
O=C(COc1ccccc1F)c1ccc(O)cc1O | -32 | 8 | x | -11 | -12 | 99 | 114 | x | 5 | -0.1
CC(NC(=O)CSc1nc(=O)cc(N)n1CCc1ccccc1)c1ccccc1 (stereo unspecified) | -34 | 7 | x | 0 | -35 | 103 | 96 | x | -1 | -2.3
Cc1ccc(CNC(=O)COC(=O)c2cc3c(s2)CCC(C)C3)cc1 (stereo unspecified) | -3 | 14 | 2 | -1 | -3 | 82 | 82 | 14 | 11 | 0.5
CCOC(=O)C(NCc1ccco1)(NC(=O)c1ccc(OC)cc1)C(F)(F)F (stereo unspecified) | -23 | 30 | x | -10 | -7 | 104 | 101 | 6 | 2 | -1.2
Brc1ccc(C2=NC(Cc3ccccc3)CO2)cc1 (stereo unspecified) | -41 | 6 | x | -6 | -4 | 102 | 94 | 2 | 5 | 0.9
O=C(CSc1nc(-c2ccccc2)cs1)Nc1cccc([N+](=O)[O-])c1 | -11 | 21 | -9 | 6 | 4 | 71 | 66 | -16 | 5 | -2.9
c1ccc(-n2c(-c3ccncc3)nnc2N2CCOCC2)cc1 | -35 | 2 | 0 | -9 | -9 | 105 | 98 | 60* | 0 | -2.8
O=C(CSc1nnc(CCCN2C(=O)c3cccc4cccc(c34)C2=O)n1-c1ccccc1)NCCCO | -13 | 4 | -5 | 4 | 2 | 100 | 95 | x | 1 | -0.4
Cn1c(Cc2ccccc2)nnc1SCCC(=O)Nc1ccccc1 | -2 | 14 | 4 | -2 | -13 | 84 | 100 | 3 | 2 | -2.6
O=C(CSc1nnc(-c2c[nH]c3ccccc23)n1CC1CCCO1)Nc1ccc2c(c1)OCCO2 (stereo unspecified) | -27 | 5 | 0 | 2 | -4 | 85 | x | 11 | 0 | 0.9
CCOC(=O)N1CCN(C(=O)CS(=O)Cc2nc(-c3cccc(C)c3)oc2C)CC1 (stereo unspecified) | -46 | 17 | -1 | 2 | -1 | 99 | 100 | x | 1 | -2.3
Cc1ccc(NC(=O)N2CCC(=O)N2)cc1 | -21 | 44 | x | -2 | -1 | 102 | 102 | 40 | 3 | -0.5
Cc1cccc(C(=O)Oc2ccccc2/C=N/Nc2ccc([N+](=O)[O-])cc2)c1 | -19 | 19 | -14 | 5 | -2 | 59 | 53 | x | -1 | -3.9
O=c1[nH]c2ccccc2n1CCCOc1ccccc1 | 34 | 2 | 0 | 0 | -12 | 94 | 90 | -16 | 8 | 1.1
Cc1ccc(NC(=O)Cn2cnc3c(oc4nc5c(cc43)COC(C)(C)C5)c2=O)cc1 | -20 | 3 | -2 | 2 | 1 | 62 | 67 | 6 | 1 | -4.5
COc1cccc(CNCCOCCO)c1OC | 18 | 3 | 1 | -4 | -6 | 95 | 91 | x | 2 | 0.2

Assay outcomes deposited in PubChem by several laboratories.
